Kir21 block – inhibitors of mouse Kir2.1 inward-rectifier potassium channel; HEK293-Kir2.1, FluxOR thallium flux fluorescence; active compounds read low; AID 1672, 2009; B-score at 10 µM; hit rate 0.85% among 310,000;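 active means fluorescence ratio B-score at or below minus 3 SD of library scores, with starting-brightness B-score within 2 SD, cut at about -4.2 in these data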;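 further: channel flux triggered by added potassium and thallium sulfate stimulus; B-score of peak minus minimum fluorescence over baseline after thallium stimulus; more negative B-score means stronger Kir2.1 block with less thallium influx; some compounds called inactive have numbers as strong as hits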
CHT block – inhibitors of human choline transporter CHT; CHT-expressing cells, membrane potential dye, choline response; active compounds read low; B-score at 10 µM; hit rate 0.86% among 310,000;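 active means B-score over 3 SD under the library average, and starting fluorescence ratio not unusually high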;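 further: choline stimulus applied at its EC90 after an EC20 pre-addition; B-score computed on integrated fluorescence ratio after choline addition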
KCNQ2 inh – KCNQ2 potassium channel inhibitors, primary screen, cell-based, CHO-K1, FluxOR thallium flux, B-score (AID 2156) | 20 min; active compounds read low | Potassium voltage-gated channel subfamily KQT member 2 (Rattus norvegicus), O88943 | B-score at 10 µM | hit rate 1.1% among 310,000;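 active means fluorescence ratio B-score at most minus 3 library SDs, with starting brightness B-score within 2 library SDs, cut at about -5.5 in these data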
Target sequence (O88943 whole entry, looked up): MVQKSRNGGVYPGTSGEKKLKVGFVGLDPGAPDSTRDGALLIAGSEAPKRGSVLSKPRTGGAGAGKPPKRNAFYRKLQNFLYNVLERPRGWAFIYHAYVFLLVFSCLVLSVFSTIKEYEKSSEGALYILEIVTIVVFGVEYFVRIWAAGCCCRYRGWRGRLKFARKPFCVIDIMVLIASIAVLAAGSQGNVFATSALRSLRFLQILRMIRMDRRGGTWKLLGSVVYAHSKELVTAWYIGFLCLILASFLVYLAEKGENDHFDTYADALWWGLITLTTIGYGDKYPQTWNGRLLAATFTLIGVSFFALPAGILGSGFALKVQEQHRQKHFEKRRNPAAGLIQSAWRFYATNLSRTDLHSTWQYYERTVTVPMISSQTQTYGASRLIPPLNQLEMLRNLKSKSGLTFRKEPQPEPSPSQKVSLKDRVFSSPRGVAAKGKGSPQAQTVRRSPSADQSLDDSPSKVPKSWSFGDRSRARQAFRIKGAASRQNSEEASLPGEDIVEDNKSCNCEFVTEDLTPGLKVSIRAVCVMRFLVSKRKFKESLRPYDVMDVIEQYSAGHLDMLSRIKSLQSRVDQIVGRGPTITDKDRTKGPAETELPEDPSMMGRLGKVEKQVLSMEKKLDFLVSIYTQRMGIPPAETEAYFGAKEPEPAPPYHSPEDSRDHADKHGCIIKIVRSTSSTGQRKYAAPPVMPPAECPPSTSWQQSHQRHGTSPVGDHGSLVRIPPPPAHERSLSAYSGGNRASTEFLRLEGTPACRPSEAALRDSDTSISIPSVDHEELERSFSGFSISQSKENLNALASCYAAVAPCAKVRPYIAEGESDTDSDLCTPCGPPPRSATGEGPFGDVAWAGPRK
An asterisk follows results filed as active; i = inactive; x = no result given.

SMILES | Kir21 block | CHT block | KCNQ2 inh
O=C(C1CC1)N1CCc2cc(S(=O)(=O)N3CCCc4ccccc43)ccc21 | 1.1 | i | i
COCCOCC(=O)Nc1ccc(S(=O)(=O)Nc2cc(C)nc(C)n2)cc1 | 0.24 | i | i
CCOc1ccc(NC(=O)CS(=O)(=O)c2cn(CC)c3ccccc23)cc1 | 3.8 | i | i
N#C/C(=C\Nc1ccccn1)S(=O)(=O)c1ccc(Cl)cc1 | -2.3 | i | i
Cc1ccccc1N=Nc1c(O)n(C)c2ccccc12 | -0.56 | i | i
O[C@@H]1C2CCCC1[C@]1(O)CCCCC1C2 (some centres not stated) | 0.01 | i | i
COc1ccccc1C1CCN(C(=S)Nc2ccc(Br)cc2)CC1 | -0.49 | i | i
O=C(NCC1CCCCC1)c1ccccc1[N+](=O)[O-] | -0.92 | i | i
Cn1nc(-c2ccc(OCC(=O)Nc3ccccc3)cc2)c2ccccc2c1=O | 0.6 | i | i
O=C(NC(=S)N1CCN(Cc2ccc3c(c2)OCO3)CC1)c1ccc(Cl)cc1 | 0.86 | i | i
Cc1cc(NC(=O)CN2C(=O)NC(C)(c3ccc(OC(F)F)cc3)C2=O)no1 (configuration not stated) | 0.11 | i | i
CCC(c1nnnn1C1CCCC1)N(Cc1cccs1)Cc1cc2cc(C)ccc2[nH]c1=O (configuration not stated) | -0.32 | i | i
Cc1sc(NC(=S)NC(=O)c2cccs2)nc1-c1ccc(C(C)C)cc1 | 1.4 | i | i
Cc1ccc2sc(NNC(=O)c3ccc4c(c3)OCCO4)nc2c1C | -1.2 | i | i
COc1ccc(/C=C/C(=O)Nc2sc3c(c2C(=O)NCc2cccnc2)CCCC3)cc1 | -0.35 | i | i
CCOc1cc(/C=N/Nc2nc(N3CCCC3)nc(N3CCCC3)n2)ccc1O | 0.04 | i | -8.3*
Cn1c(C2CCCCC2)nc2cc(N)ccc21 | -0.07 | i | i
CC(C)(C)C(=O)NCCN1C(=O)S/C(=C\c2ccc([N+](=O)[O-])cc2)C1=O | -2.7 | i | i
COCc1c(C(=O)N/N=C\c2ccccn2)nnn1-c1nonc1N | -0.35 | i | i
Cc1ccc(NC(=O)COC(=O)c2cc(Cl)ccc2Cl)c(Br)c1 | 0.19 | i | i
COC(=O)c1ccc(N=Cc2c(-c3ccccc3)[nH][nH]c2=O)cc1 | -0.67 | i | i
COc1ccc(Nc2nc(C)nc3c2oc2ccccc23)c(OC)c1 | -1.7 | i | i
CCc1sc(C(C2C(=O)CC(C)(C)CC2=O)C2C(=O)CC(C)(C)CC2=O)cc1[N+](=O)[O-] | -0.83 | i | i
COc1ccc(CCN2C(=O)CC(N3CCN(C/C=C/c4ccccc4)CC3)C2=O)cc1OC (configuration not stated) | -0.44 | i | i
CCC(=O)NC(c1ccc(Cl)cc1Cl)c1ccc2cccnc2c1O (configuration not stated) | 0.75 | i | i
C=CCNC(=O)c1onc(CSc2ccccn2)c1C(=O)NCC=C | -0.06 | i | i
CC(=O)NC1C(Oc2ccc(C)cc2)OC2COC(c3ccco3)OC2C1O (configuration not stated) | -0.83 | i | i
Cc1cc(NC(=O)CSc2nnc(CNC(=O)c3ccc(F)cc3)o2)no1 | -0.1 | i | i
CCOc1ccc(S(=O)(=O)NCc2ccc(C)cc2)c2cccnc12 | -1.9 | i | i
O=C(O)COc1ccc(S(=O)(=O)c2ccc(OCC(=O)O)cc2)cc1 | 0.12 | i | i
Cc1nn(C)c(C(=O)NNC(=S)NC2CCCCC2)c1Cl | -0.43 | i | i
CCNc1nc(NCC)n2c(SCC(=O)Nc3cc(Cl)ccc3OC)nnc2n1 | -1.1 | i | i
CCc1cc2c(=O)c(-c3ccc4c(c3)OCO4)coc2c(CN(C)C)c1O | -1.5 | i | i
C=CCN1CCN(c2ccncc2S(=O)(=O)N2CCCCC2)CC1 | -1.3 | i | i
Clc1ccc(C2CC(c3cccs3)n3ncnc3N2)c(Cl)c1 (configuration not stated) | -2.2 | i | i
S=C1Cc2ccccc2N1 | 0.66 | x | i
Cc1sc2ncnc(SCC(=O)N3CCN(C(=O)c4ccco4)CC3)c2c1C | -1.4 | i | i
COc1cc(/C=C/c2ccc3cccc(O)c3n2)c(Br)cc1O | 0.77 | i | i
COc1ccc(-n2c(SCC(=O)N3CCCCC3C)nnc2-c2cccnc2)cc1 (configuration not stated) | 0.21 | i | i
CC(Oc1cccc(Cl)c1)C(=O)Nc1cc(S(=O)(=O)N2CCOCC2)ccc1N1CCCC1 (configuration not stated) | -0.93 | i | i
COC(=O)CN1C(CN2CCOCC2)=Nc2ccc(Br)cc2C1c1ccccc1 (configuration not stated) | 0.07 | i | i
O=C(NCc1ccccn1)C(=O)NN=C1CCCCCCCCCCC1 | 0.5 | i | i
Cc1ccc(C2=NS(=O)(=O)N(C)C(C(=O)Nc3cc(C)n(CC(=O)N4CCC(C)CC4)n3)=C2)cc1 | 0.82 | i | i
CCOC(=O)Cc1csc(NC(=O)CS(=O)(=O)Cc2ccccc2)n1 | -2.6 | i | i
C=CCOC(=O)C(C#N)c1nc2ccccc2nc1N1CCCC1 (configuration not stated) | 0.13 | i | i
COc1ccc(C(=O)/C=C/c2ccc(N3CCCCC3)c([N+](=O)[O-])c2)cc1 | 0.04 | i | i
N#Cc1c(-c2ccco2)nc(SCC(=O)Nc2ccc(S(N)(=O)=O)cc2)[nH]c1=O | 1.4 | i | i
COCCN=C1Sc2nc3cc4c(cc3cc2CN1CC1CCCO1)OCO4 (configuration not stated) | -1.1 | i | i
O=C(COC(=O)c1ccc[nH]c1=O)NC1CCCCCC1 | 0.44 | i | i
CCOc1ccc(NC(=O)c2ccc(NC(=O)CSc3nc4ccccc4c(=O)[nH]3)cc2)cc1 | -1.5 | i | i
CC(C)CCN1C(=O)c2cccc3c(N)ccc(c23)C1=O | -16 | i | i
CC1CC(C)(C)Nc2ccc(OC(=O)c3ccco3)cc21 (configuration not stated) | 0.96 | i | i
O=C(N/N=C/c1ccc(-c2cccc([N+](=O)[O-])c2)o1)[C@H]1C[C@@H]1c1ccccc1 | -4 | i | i
CC1(C(=O)Nc2nnc(C(C)(C)C)s2)Cc2ccccc2C(=O)O1 (configuration not stated) | -0.53 | i | i
Cc1oc(S(=O)(=O)N2CCCCC2)cc1NC(=O)Nc1ccccc1 | -0.64 | i | i
O=C(c1ccco1)N1CCCC(Nc2ccc3c(c2)OCCO3)C1 (configuration not stated) | 2.1 | i | i
O=C(CCN1CCN(c2ccccc2F)CC1)Nc1cccc(F)c1 | -0.48 | i | i
Nn1c(SCC(=O)Nc2nccs2)nnc1C1CC1 | -0.84 | i | i
CCOc1ccc(S(=O)(=O)n2cc(-c3ccc(F)cc3)c(N)n2)cc1 | -1 | i | i
O=C(OC(C(=O)NCC1CCCO1)c1ccccn1)c1cccs1 (configuration not stated) | 0.94 | i | i
More entries.
SMILES | Kir21 block | CHT block | KCNQ2 inh
Cc1cccc(C)c1OCCSc1n[nH]c(N)n1 | -0.6 | i | i
Cc1ccccc1NC(=S)NCCc1ccccn1 | -0.31 | i | i
Clc1ccc(CSc2nncn2-c2ccccn2)cc1 | 0.01 | i | i
CCn1c(CC(=O)Nc2cccc(OC)c2)nnc1SCC(=O)N1CCN(c2ccccc2)CC1 | -0.65 | i | i
COC(=O)CCN(C(=O)c1ccc(OC(C)=O)cc1)c1ccccn1 | -0.9 | i | i
CC1CCN(C(=O)COc2cccc3c2CCN(Cc2ccccc2)C3=O)CC1 | 0.7 | i | i
O=C1/C(=C/c2ccccc2)CCC1C1CCCC1 (configuration not stated) | 0.05 | i | i
O=C(NCc1ccccn1)c1ccc(Br)s1 | 0.78 | i | i
O=C(CSc1nc(N2CCOCC2)nc(N2CCOCC2)n1)Nc1ccccc1F | -0.18 | i | i
CCOc1ccc2nc(NC(=O)c3ccccn3)sc2c1 | 0.65 | i | i
CCc1ccc(NC(=O)CSc2nc(=O)n(CCCN3CCOCC3)c3c2CCC3)cc1 | -0.19 | i | i
Cn1cccc1/C=C1/SC(=O)N(CC(=O)N2CCCC2)C1=O | 1.1 | i | i
CCC1(C)Cc2nc3sc(C(=O)O)c(N)c3cc2CO1 (configuration not stated) | 0.07 | i | i
Cc1ccc(Cn2ccc(NC(=O)c3cc(C4CC4)on3)n2)cc1 | 0.87 | i | i
Cc1ccc2nc3c(cc(C(=O)NC4CCCC4)c(=N)n3CCCn3ccnc3)c(=O)n2c1 | 0.01 | i | i
COC(=O)c1c(-c2cccc(C)c2)csc1N | -0.04 | i | i
CCOC(=O)N1CCN(c2cc(=O)n(-c3ccccc3Cl)c(=O)[nH]2)CC1 | -0.54 | i | i
CC(Sc1nnc(-c2ccncc2)n1C)C(=O)NCC1CCCO1 (configuration not stated) | -1.5 | i | i
Cc1ccc([N+](=O)[O-])c(C(=O)Nc2cccnc2Cl)c1 | 0.06 | i | i
CC1SC(=NC(=O)C(C)N2C(=O)c3ccccc3C2=O)NC1=O (configuration not stated) | 0.02 | i | i
COc1cc(S(=O)(=O)N2CCOCC2)ccc1NC(=O)COC(=O)c1ccccn1 | 0 | i | i
Cc1ccc(N(CC(=O)NCC2CCCO2)C(=O)CCC(=O)Nc2nccs2)cc1 (configuration not stated) | 0.28 | i | i
COc1ccc(CN(C)CC(=O)NC(=O)NCc2ccccc2)cc1OC | 0.26 | i | i
CC(C)c1nnc(NC(=O)COC(=O)/C=C/c2ccc([N+](=O)[O-])cc2)s1 | -0.06 | i | i
CCn1c(SCC(=O)C(C)(C)C)nnc1-c1ccccc1OC | -0.77 | i | i
CCc1ccc[n+](-c2nc([O-])sc2C=O)c1 | -1 | i | i
O=C(O)Cc1ccc(NC(=O)Nc2cccc3ccccc23)cc1 | 0.53 | i | i
Cc1ccc2c(c1)=C(c1sc(N(C)c3ccc(O)cc3)nc1O)C(=O)N=2 | -0.85 | i | i
COc1cccc(/C=N/Nc2ncnc(Cl)c2N)c1O | -0.01 | i | i
Cc1ccc(-c2nnn(CC(=O)N(Cc3cccs3)C(C(=O)NC3CCCCC3)c3ccco3)n2)o1 (configuration not stated) | -0.17 | i | i
Cc1cc(-c2ccccc2)n2nc(N)nc2n1 | -0.05 | i | i
O=C(CCC1N=C2c3ccccc3N=C(SCc3ccc(Cl)cc3)N2C1=O)NCc1ccco1 (configuration not stated) | -2.5 | i | i
CC1CCCN(CCOc2ccc(Br)cc2)C1 (configuration not stated) | -0.98 | i | i
COc1ccc(OC)c(NC(=O)COC(=O)CN(C)S(=O)(=O)c2ccc(C)cc2)c1 | 0.01 | i | i
Cc1cc(C(=O)COc2cccc3cccnc23)c(C)n1C | 0.37 | i | i
CCC(=O)Nc1ccc(-c2nnc(SCC(=O)N3CCCCC3)n2C)cc1 | 2.7 | i | i

Looked up by compound from above:
SMILES | Kir21 block | CHT block | KCNQ2 inh
Cc1cc(C(=O)COc2cccc3cccnc23)c(C)n1C | 0.37 | i | i
O=C(O)Cc1ccc(NC(=O)Nc2cccc3ccccc23)cc1 | 0.53 | i | i
Cc1ccc(-c2nnn(CC(=O)N(Cc3cccs3)C(C(=O)NC3CCCCC3)c3ccco3)n2)o1 (configuration not stated) | -0.17 | i | i
COc1ccc(OC)c(NC(=O)COC(=O)CN(C)S(=O)(=O)c2ccc(C)cc2)c1 | 0.01 | i | i
CCc1ccc[n+](-c2nc([O-])sc2C=O)c1 | -1 | i | i
O=C(CCC1N=C2c3ccccc3N=C(SCc3ccc(Cl)cc3)N2C1=O)NCc1ccco1 (configuration not stated) | -2.5 | i | i

New compounds follow:
SMILES | Kir21 block | CHT block | KCNQ2 inh
O=C(Nc1ccc2c(c1)OCO2)c1cnn2c1NC(c1ccco1)CC2C(F)(F)F (configuration not stated) | -0.69 | i | i
CC(=O)C1=C(C)NC(=O)NC1c1ccc(Cl)cc1 (configuration not stated) | 0.57 | i | i
O=C(O)c1ccc(-n2[nH]c3c(c2=O)CCCC3)cc1 | 0.9 | i | i
N#Cc1ccccc1Cn1c(=O)n(CCCC(=O)NCc2ccc3c(c2)OCO3)c(=O)c2ccccc21 | 0.47 | i | i
S=C(NC1CCCC1)N1CCOCC1 | 0.24 | i | i
COc1ccccc1Oc1ccc(N/C=C/C(=O)C(C)(C)C)cc1 | 0.33 | i | i
CC(=O)Oc1ccc(C(=O)Nc2ccccc2C(=O)Nc2cccc(C(=O)O)c2)cc1 | 0.43 | i | i
O=c1cc(-c2ccccc2)[nH]c2cc(Cl)ccc12 | 1.7 | i | i
CCn1c2ccccc2c2cc(NC(=O)c3cc(C)on3)ccc21 | 0.14 | i | i
Cc1ccc2cccc(NC(=O)c3ccc(Br)o3)c2n1 | 0.98 | i | i
Cc1ccc(CN(C)C(=O)C2CCC(=O)N(CC3CCCCC3)C2)o1 (configuration not stated) | 0.69 | i | i
COc1ccc(Nc2nc(C(C)(C)C)nc3c2nnn3Cc2ccccc2Cl)cc1OC | 1.2 | i | i
CC(C)c1nnc(NC(=O)CSc2ncn[nH]2)s1 | -0.14 | i | i
Cc1ccc(C(=O)Nc2ccc3c(c2)OCCO3)cc1 | -0.71 | i | i
Cc1ccccc1CN1CCNC(=O)C1CC(=O)NCCC1=CCCCC1 (configuration not stated) | -0.33 | i | i
Cc1cc(-c2ccccc2)nc(N2CCN(c3ccccn3)CC2)n1 | -1.2 | i | i
O=C(NCCCN1CCCCC1)C1CCC(CNS(=O)(=O)c2cccc3nsnc23)CC1 (configuration not stated) | 1.2 | i | i

Assay outcomes as filed in PubChem BioAssay.
